# E-sel inducer: E-selectin induction on HUVECs. AID 686992. activation, % at 7.58 µM. actives 0.37% (n = 260,000). P16581. HUVEC E-selectin immunofluorescence imaging; normalized: neutral wells 0, TNF-alpha wells 100;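 active = mean E-selectin-positive cell signal at least 10% of the positive control, reached in at least 60% of replicates, without over 20% cell loss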;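 also: in these data hits start at about 27%; measured in HUVEC primary endothelial cells; signal is the percent of cells scored E-selectin positive by PE staining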
#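 material = human umbilical vein endothelial cells (HUVEC), E-selectin induction | quantity = 3,000 cells/well | medium = EGM-2 growth medium on 0.1% gelatin-coated wells | technique = immunofluorescence imaging | read-out basis = % PE-positive cells | control set = TNF-alpha positive control, DMSO neutral control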
# esBAF inh: SWI/SNF esBAF complex inhibition; mouse ES cells, Bmi1-luciferase knock-in reporter, 24 h; 100% = twice the neutral-well signal; reporter increase, % at 12.5 µM; actives 2% (n = 350,000); AID 602393; in the data active = activation above about 40%;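 also: 0% = median of the plate's neutral control wells and 100% = double that signal; a rise in the Bmi1 reporter signal indicates esBAF inhibition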
# ARNT-TACC3 inh: ARNT/TACC3 interaction disruption; Q9Y6A5; AlphaScreen His-ARNT PAS-B/GST-TACC3 binding, luminescence; TACC3 fragment carries E629A point mutation; inhibition, % at 9.99 µM; actives 0.66% (n = 390,000); AID 623870;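 active = mean inhibition of replicates at least 50% and at least half of replicates each reaching 50%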;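 also: 0% = complete ARNT plus TACC3 wells and 100% = ARNT alone without TACC3; many hits fall short of the cut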
# RAD52 inh: inhibitors of human RAD52 DNA annealing; P43351; recombinant RAD52 DNA annealing, FRET fluorescence; inhibition, % at 18.7 µM; actives 0.46% (n = 360,000); AID 651710;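 active = every replicate showing at least 50% inhibition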
# CASP6 VEID inh: inhibitors of human caspase-6; purified caspase-6, Z-VEID-R110 cleavage fluorescence; inhibition, % at 12.5 µM; actives 0.53% (n = 350,000); AID 686996;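 active = mean inhibition across replicates at least about 35%, with every replicate also reaching that limit, limit read from the data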;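 also: 0% = median of neutral control wells and 100% = no fluorescence left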
# Target sequence (P55212 24-179 limits assumed): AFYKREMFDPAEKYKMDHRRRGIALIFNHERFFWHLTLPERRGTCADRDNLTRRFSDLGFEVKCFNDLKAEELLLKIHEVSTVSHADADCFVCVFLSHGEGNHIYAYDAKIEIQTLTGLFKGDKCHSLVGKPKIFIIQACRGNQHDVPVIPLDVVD
# Target sequence (P55212 194-293 limits assumed): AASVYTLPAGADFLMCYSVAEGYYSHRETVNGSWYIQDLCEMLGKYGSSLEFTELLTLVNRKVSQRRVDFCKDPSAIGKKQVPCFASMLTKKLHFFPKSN
# PglD inh: blocks C. jejuni PglD acetyltransferase activity; purified PglD enzyme, DTNB colorimetric CoA detection; AID 602405; inhibition, % at 12.5 µM; actives 0.098% (n = 360,000); in the data active = inhibition above about 16%, passing the limit was not always enough; also: strong numbers were not always called active
# ERp5 block: ERp5 (human) disulfide isomerase inhibition; Q15084; ERp5 insulin aggregation, absorbance 650 nm, 90 min; inhibition, % at 9.99 µM; actives 0.05% (n = 350,000);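 active = mean replicate inhibition above about 25%, with every replicate also reaching it, limit read from the data, passing the limit was not always enough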
# Target sequence (Q15084 whole entry, looked up): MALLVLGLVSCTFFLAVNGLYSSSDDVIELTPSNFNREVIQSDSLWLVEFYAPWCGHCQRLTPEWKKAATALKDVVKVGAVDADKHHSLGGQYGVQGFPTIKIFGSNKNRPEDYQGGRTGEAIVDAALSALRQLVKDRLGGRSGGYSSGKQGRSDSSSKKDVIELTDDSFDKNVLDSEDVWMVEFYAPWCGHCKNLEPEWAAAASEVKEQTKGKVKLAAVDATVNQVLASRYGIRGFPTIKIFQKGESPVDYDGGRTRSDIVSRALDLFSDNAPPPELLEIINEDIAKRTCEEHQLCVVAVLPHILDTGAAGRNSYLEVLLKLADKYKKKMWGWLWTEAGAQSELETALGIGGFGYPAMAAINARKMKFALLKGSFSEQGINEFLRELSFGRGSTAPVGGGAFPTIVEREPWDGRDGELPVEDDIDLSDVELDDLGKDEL
# RAD54 inh: RAD54 (human) branch migration inhibition | RAD54 Holliday junction branch migration, FAM/BHQ fluorescence | inhibition, % at 10.4 µM | actives 0.14% (n = 360,000) | AID 602329;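 active = mean normalized replicate activity at least 40 and at least half of replicates scoring 40 or more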;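 also: 0% = median of neutral control wells and 100% = median of positive control wells; inhibitors cause a drop in the FAM fluorescence signal; in these data hits start at about 50%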
# Active calls of the source: *; x = no result given.
SMILES,E-sel inducer,esBAF inh,ARNT-TACC3 inh,RAD52 inh,CASP6 VEID inh,PglD inh,ERp5 block,RAD54 inh
CNC[C@H]1OCCCC[C@H](C)Oc2ccc(NC(=O)Nc3ccc(F)cc3)cc2C(=O)N([C@H](C)CO)C[C@@H]1C,-0.1,1,5,-60,0,6,5,8
COc1ccc(-c2nc(=S)[nH][nH]2)cc1,x,9,-5,x,x,5,x,4
C[C@H](CO)N1C[C@H](C)[C@@H](CN(C)C(=O)Nc2ccc3c(c2)OCO3)Oc2c(NC(=O)Nc3ccc(F)cc3)cccc2C1=O,-0.1,1,-4,6,4,0,-3,6
CSc1ccc(Cl)c(C(=O)N2CCN(c3ncccn3)CC2)c1,0.0,-1,-2,-13,1,-2,0,1
CNc1n[nH]c(=S)s1,x,x,x,-12,-2,1,2,-5
Cc1ccc(S(=O)(=O)Nc2ccc3c(c2)C(=O)N([C@@H](C)CO)C[C@@H](C)[C@@H](CN(C)C(=O)Cc2ccccc2)OCCCC[C@H](C)O3)cc1,x,3,-3,-2,-1,-3,7,-4
O=c1cc(CN2CCN(c3ccc(O)cc3)CC2)nc2scc(-c3ccccc3)n12,x,-3,0,-9,x,10,2,2
CCC(=O)N1CCC2(CC1)CN(CC1CCOCC1)[C@@H](CO)c1c2c2ccc(OC)cc2n1C,0.6,x,x,-269,-1,x,-1,x
CCC(c1nnc(SCC(=O)N2CC(=O)Nc3ccccc32)n1Cc1ccccc1)N(C)C (stereo unspecified),x,-9,-8,x,x,1,x,9
CN1C(=O)c2cc(NS(=O)(=O)c3cccc(F)c3)ccc2OC[C@H]2O[C@H](CC(=O)N3CCc4ccccc4C3)CC[C@H]21,-0.3,-1,3,9,-1,2,-1,1
COc1ccc(C2CC(c3ccc(OC)c(OC)c3)=NN2S(C)(=O)=O)cc1 (stereo unspecified),0.0,71*,2,-15,0,2,-1,2
CCC(=O)N(C)C[C@H]1Oc2cc(-c3cccnc3)ccc2S(=O)(=O)N([C@@H](C)CO)C[C@H]1C,0.3,-4,-4,6,2,0,-4,-3
Cc1cccc(-n2c(SCC(=O)Nc3ncc(Cl)cc3Cl)nc3ccccc32)c1,1.1,x,-5,-16,0,-5,5,-6
Cc1ccc(S(=O)(=O)Nc2ccc3c(c2)C(=O)N([C@@H](C)CO)C[C@H](C)[C@@H](CN(C)CC2CC2)O3)cc1,-3.8,-3,-5,-2,-6,1,6,-5
COc1ccc(NC(=O)N(C)C[C@H]2Oc3ncc(C#C[C@@H](C)O)cc3C(=O)N([C@@H](C)CO)C[C@@H]2C)cc1,0.1,6,-3,-5,-2,5,2,1

# Sorted by number of heavy atoms (descending): some entries from above.
SMILES,E-sel inducer,esBAF inh,ARNT-TACC3 inh,RAD52 inh,CASP6 VEID inh,PglD inh,ERp5 block,RAD54 inh
Cc1ccc(S(=O)(=O)Nc2ccc3c(c2)C(=O)N([C@@H](C)CO)C[C@H](C)[C@@H](CN(C)CC2CC2)O3)cc1,-3.8,-3,-5,-2,-6,1,6,-5
CCC(=O)N1CCC2(CC1)CN(CC1CCOCC1)[C@@H](CO)c1c2c2ccc(OC)cc2n1C,0.6,x,x,-269,-1,x,-1,x
CSc1ccc(Cl)c(C(=O)N2CCN(c3ncccn3)CC2)c1,0.0,-1,-2,-13,1,-2,0,1

# The list goes on:
SMILES,E-sel inducer,esBAF inh,ARNT-TACC3 inh,RAD52 inh,CASP6 VEID inh,PglD inh,ERp5 block,RAD54 inh
C[C@@H](C(=O)N1CCNCC1)n1cc(CCC(=O)O)nn1,0.0,-7,1,-11,-1,1,6,-17
COc1ccc(C(=O)[C@H]2[C@H]3C(=O)N(c4ccccc4)C(=O)[C@H]3C3C=CC=NN32)cc1 (stereo partly specified),0.6,1,6,-14,7,-1,-6,-12
C[C@@H]1CN([C@H](C)CO)C(=O)c2cc(Br)cnc2O[C@H]1CN(C)Cc1cccc(F)c1,-0.3,-7,-3,10,2,5,1,14
O=c1c2ccccc2nc(/C=C/c2cccc([N+](=O)[O-])c2)n1CCO,-0.2,x,x,-4,3,x,4,x
CCOC(=O)N1CCN(C(=O)C2CCCN(S(=O)(=O)c3ccc(OCC)cc3)C2)CC1 (stereo unspecified),-0.2,-6,-2,0,1,3,4,5
CCc1noc(C)c1C(=O)NCCc1c[nH]c2ccccc12,1.6,-6,-3,-4,1,-1,5,8
O=C(C[C@H]1C[C@@H]2c3cc(NC(=O)NC4CCCC4)ccc3O[C@@H]2[C@H](CO)O1)NCc1ccc(-c2ccccc2)cc1,0.0,-2,-5,-10,-3,-1,4,-1
CO[C@@H]1CN(C)C(=O)c2ccc(NC(=O)Cc3ccccc3)cc2OC[C@H](C)NC[C@@H]1C,-0.2,0,-1,6,1,1,2,4
COc1ccc(/C=C(/NC(=O)c2ccccc2)C(=O)N/N=C/c2sccc2C)cc1,1.7,x,-15,-13,0,x,1,x
CCCN1[C@H](CO)[C@H](c2ccc(C3=CCCC3)cc2)[C@H]1CNC(=O)NC(C)C,0.8,x,x,28,1,x,1,x
Oc1ccc(Oc2ccc(Oc3ccc(O)cc3)cc2)cc1,0.6,0,-7,-16,-1,2,4,-1
COc1ccc(CCNC(=O)/C=C/C(=O)O)cc1OC,x,x,-4,2,-3,x,4,x
COc1ccc2c3c([nH]c2c1)[C@@H](CO)N(C(=O)Nc1ccc(F)cc1)CC31CN(C(=O)c2ccccc2F)C1,-0.2,x,x,-1,0,x,1,x
O=C(C[C@H]1C[C@H]2c3cc(NC(=O)NC4CCCC4)ccc3O[C@H]2[C@H](CO)O1)NCc1ccc(Cl)cc1,-0.7,3,-6,1,-4,-1,x,-3
COC(=O)CC(NS(=O)(=O)c1cccs1)c1ccc2c(c1)OCO2 (stereo unspecified),1.1,-12,-15,-10,-2,5,-5,1
CCOc1ccc(C2C(C#N)=C(N)Oc3cc(C)[nH]c(=O)c32)cc1OC (stereo unspecified),1.8,-6,2,-16,-1,-6,3,1
CCNC(=O)Nn1c(C)nnc1C,x,-7,-4,x,x,3,x,-2
O=C(C[C@@H]1CC[C@H](NC(=O)NC2CCCCC2)[C@H](CO)O1)NCc1ccccc1,-0.5,2,-4,-7,-1,-2,-1,7
O=C(CC1=NC2(CCCC2)Cc2ccccc21)N1CCOCC1,x,-7,3,x,x,2,x,-12
CCCCNC(=O)COn1nnc2ccc(S(=O)(=O)N3CCOCC3)cc21,-1.7,-2,-4,-4,3,1,-7,-1
COc1ccc(NC(=O)CN(C)C(=O)c2csc3c2CCCC3)cc1,-2.1,2,x,9,4,4,-5,3
Cc1nnc(SCC(=O)Nc2ccc(N3CCOCC3)cc2)n1Cc1ccccc1,x,1,5,-1,-3,-2,-24,-7
Cc1cc2cc(CNC(=S)NCc3ccccc3)ccc2n1C,x,-7,5,-16,-12,-8,2,-6
CC(=O)Nc1ccc(NC(=S)NC(=O)C2CCCC2)cc1,0.1,13,7,-15,1,6,9,4
C[C@@H]1CN([C@H](C)CO)C(=O)CCCn2nncc2CO[C@@H]1CN(C)Cc1ccc(C(F)(F)F)cc1,0.1,-4,-4,11,-6,4,-4,-3
COCCn1c(SCC(=O)N2CCCCC2)nc2cccnc21,x,-9,-6,x,x,-5,x,-9
COc1ccccc1CN1[C@@H](CO)[C@@H]2c3ccccc3N(C(=O)C3CCCC3)C[C@@H]21,-0.1,-3,9,10,5,6,2,-10
CSc1ccc(CN2C(=O)C(C)ON=C2c2ccccc2F)cc1 (stereo unspecified),x,8,x,-7,-1,-1,-3,3
CCOc1ccc(OCC)c(NC(=O)CCn2c(=O)oc3ccccc32)c1,x,4,0,x,x,-7,x,2
CCc1ccc(NC(=O)NCCN2CCCCC2)cc1,x,1,2,-6,-6,4,2,3
C[C@H](CO)N1C[C@H](C)[C@@H](CN(C)C(=O)Nc2cccc(F)c2)Oc2cc(C#CC3(O)CCCC3)ccc2S1(=O)=O,-0.1,3,6,-3,0,-1,0,17
Cc1ccn(CC(=O)NC2CCCN(Cc3ccccc3F)C2)n1 (stereo unspecified),0.4,x,x,3,0,x,6,x
O=C(Nc1ccc2c(c1)C(=O)NC2=O)c1cc(Cl)ccc1Cl,-1.4,-1,-5,2,0,x,-3,2
O=C(O)/C=C/C(=O)NCc1cn(-c2ccccc2)nc1-c1cccc(Br)c1,2.9,x,3,-21,3,x,0,x
CCCOc1ccc(-c2nc[nH]c2[N+](=O)[O-])cc1,x,x,4,-7,-3,x,-3,x
Cc1csc(NC(=O)Cc2ccc(Br)cc2)n1,x,21,9,-3,-3,2,3,9
COc1cccc(NC(=O)C(=O)N/N=C/c2cc(C)n(-c3ccc(Cl)c(Cl)c3)c2C)c1,x,36,0,-19,-3,-4,0,-5
CO[C@H]1CC[C@@H]2CCN(C)C(=O)[C@H](C)[C@@H](OC)CN(C)C(=O)c3cccc(C#N)c3OC[C@H]1O2,-0.1,-1,3,4,-2,1,1,6
COc1ccc(NC(=O)CN(C)C(=O)c2ccc(COc3ccccc3)cc2)cc1,-0.1,-2,x,-15,0,-5,-2,-7
CC1CCN(S(=O)(=O)c2ccc(NC(=S)NC(=O)c3ccc(Cl)cc3)cc2)CC1,x,4,-4,x,x,2,x,-11
Cc1sc2ncnc(SCC(=O)N3CCCC(C(N)=O)C3)c2c1C (stereo unspecified),-0.8,x,0,-14,7,2,0,-2
C#CCNc1c(C)c(C)nc2ncnn12,x,-4,5,x,x,1,x,-4
CCC(=O)N1c2ccc(S(=O)(=O)N(CCO)Cc3ccccc3)cc2CC1C (stereo unspecified),x,0,8,x,x,-1,x,-12
O=C(CSc1nc2ccccc2c(=O)n1NC(=O)c1ccccc1)c1ccccc1,x,-11,15,x,x,-5,x,-7
COc1cc(-c2cc(-c3nnco3)c3ccccc3n2)cc(OC)c1OC,x,x,2,-27,2,x,-3,x

# Single records, as listed above:
# O=C(Nc1ccc2c(c1)C(=O)NC2=O)c1cc(Cl)ccc1Cl is listed as E-sel inducer = -1.4; esBAF inh = -1; ARNT-TACC3 inh = -5; RAD52 inh = 2; CASP6 VEID inh = 0; PglD inh = x; ERp5 block = -3; RAD54 inh = 2
# O=C(O)/C=C/C(=O)NCc1cn(-c2ccccc2)nc1-c1cccc(Br)c1 is listed as E-sel inducer = 2.9; esBAF inh = x; ARNT-TACC3 inh = 3; RAD52 inh = -21; CASP6 VEID inh = 3; PglD inh = x; ERp5 block = 0; RAD54 inh = x

# (list continues)
SMILES,E-sel inducer,esBAF inh,ARNT-TACC3 inh,RAD52 inh,CASP6 VEID inh,PglD inh,ERp5 block,RAD54 inh
CCC(=O)N(C)C[C@H]1Oc2ncc(C#Cc3ccccc3OC)cc2C(=O)N([C@H](C)CO)C[C@@H]1C,0.6,-3,-3,-2,2,1,1,-6
C/C=C/c1ccc([C@@H]2[C@@H](CO)N(C(=O)C3CCC3)[C@H]2CN(CC)C(=O)CC)cc1,0.1,-3,5,-33,x,4,-2,-3
O=C1CNC[C@H]2[C@@H](c3ccc(C#CC4CCCCC4)cc3)[C@@H](CO)N12,-0.2,x,x,-12,3,x,5,x
COc1ccccc1NC(=O)C(C)OC(=O)C1COc2ccccc2O1 (stereo unspecified),x,-7,16,-12,-1,1,-10,-10
CC(C)(C)NC(=O)c1nn2c(C(F)(F)F)cc(-c3ccccc3)nc2c1Br,x,-2,3,0,2,-4,-1,-6
O=C(CSC1=Nc2ccccc2C2CC=NN12)Nc1ccc2c(c1)OCO2 (stereo unspecified),x,-4,8,-33,3,-3,1,-1
CCOc1cccc(C(=O)N/N=C/c2ccoc2)c1,x,15,-2,-12,6,1,5,3
CCOc1cccc2sc(N(CCN(C)C)C(=O)CCS(=O)(=O)c3ccccc3)nc12,-0.3,x,2,-2,-2,3,3,5
Cc1ccccc1-c1cc2nc(NCc3ccc4occc4c3)n(C)c(=O)c2s1,0.3,-5,x,-3,0,-4,-4,-3
CC(C)=CC(=O)OCC(=O)Nc1ncc(Cl)c(C)c1Cl,x,3,-7,x,x,-5,x,-11
Cc1cc(C(=O)Cn2cnc3cc(F)ccc3c2=O)c(C)n1C1CC1,0.3,x,2,-11,-2,-2,0,-4

# Bioassay records: PubChem BioAssay, Broad Institute
